Source: PubChem BioAssay (several laboratories)
NOD1 inhibition = NOD1 signaling inhibitors, primary screen, cell-based, luminescence, uHTS (AID 1578); one-dose inhibition, % at 4 µM; EC50 in µM for titrated hits; NOD1-driven NF-kB luciferase reporter cells, luminescence; higher % means a stronger effect; hit rate 1% among 290,000; in the data active = inhibition mostly above about 36%, no sharp cut-off; inactive = mostly below about 34%;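 also: HEK-293T reporter cells stimulated with the NOD1 agonist gamma-tri-DAP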
Dynein cargo inh = blocks dynein driven cargo transport along microtubules. z-score, hits read low. hit rate 0.47% among 220,000. AID 1381. 3617.4 mouse cells, GR-EGFP nuclear translocation imaging; test concentration mostly 20 µM; stimulated with dexamethasone, 1 µM; hits give low values;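 active = plate z-score of nuclear minus cytoplasmic receptor signal below a set negative limit, without overly bright fluorescence or cell loss, cut at about -3.5 in these data, passing the limit was not always enough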;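 also: z-score of nuclear minus cytoplasmic ring GR-EGFP intensity difference per well; some compounds called inactive have numbers as strong as hits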
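Buffer or medium – tet-free medium with charcoal-stripped serum · Signal – automated 10x imaging of fixed Hoechst-stained cells · Also added – dexamethasone agonist, 1.0 µM final, for 30 min · Incubation – induction 48 h, compound 1 h, agonist 30 min · Read-out – GR-EGFP nuclear translocation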
KOR beta-arrestin-1 = kappa opioid receptor activators – cell-based, luminescence, uHTS, primary screen (AID 1777). one-dose activation, % at 10 µM; EC50 in µM for titrated hits. KOR beta-arrestin recruitment, luminescence; higher % means a stronger effect. hit rate 0.02% among 280,000; in the data active = activation above about 50%, passing the limit was not always enough; also: a part of the inactive calls stands beside numbers as strong as those of hits
NOD2 inhibition = NOD2 signaling inhibitors, cell-based, luminescence, uHTS, HEK293 (AID 1566); HEK293 NOD2/NF-kB luciferase reporter, luminescence; higher % means a stronger effect; inhibition, % at 4 µM, or EC50 in µM where a hit was titrated; hit rate 0.63% among 290,000; also: many of its hits are not listed in these tables
GPR55 beta-arrestin = GPR55 agonists via beta-arrestin recruitment, primary screen, imaging, U2OS cells, beta-arrestin-GFP redistribution (AID 1961) | U2OS GPR55 beta-arrestin-GFP redistribution imaging; higher % means a stronger effect | hit rate 0.048% among 290,000 | one-dose activation, % at 10 µM; EC50 in µM for titrated hits;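 active = activation above 40% with more than 50 cells counted in the well; inconclusive = wells holding fewer than 50 cells, flagged as toxic or sparse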;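 also: U2OS osteosarcoma cells stably expressing GPR55 and beta-arrestin-GFP; plate controls were DMSO negative control for no effect and LPI positive control for full effect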
KOR beta-arrestin-2 = KOR antagonists, beta-arrestin recruitment, cell-based, luminescence, uHTS (AID 1778); KOR beta-arrestin recruitment, luminescence, antagonist mode; higher % means a stronger effect; inhibition, % at 10 µM; hits with a dose series show IC50 in µM; hit rate 0.091% among 290,000; also: strong numbers were not always called active
P. falciparum M1AAP = malaria alanyl aminopeptidase activity blockers – biochemical, fluorogenic H-Leu-NHMec substrate, 1536-well (AID 1445); recombinant M1AAP, H-Leu-NHMec fluorogenic kinetic assay; higher % means a stronger effect; inhibition, % at 30 µM; hits with a dose series show IC50 in µM; hit rate 0.42% among 220,000;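 active = primary inhibition above the hit cutoff, then over 50% inhibition at one or more dose response concentrations, cut at about 23% in these data, passing the limit was not always enough; inconclusive = conflicting primary data, or primary hits not chosen for dose response; inactive = low primary inhibition, or under 50% at every dose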;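 also: plate controls were DMSO full reaction for no effect and no enzyme background for full effect; strong numbers were not always called active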
AID2073 = inhibitors of Mint1-CaV2.2 protein interaction, biochemical, HTRF (AID 2073) | HTRF protein-protein interaction, Mint1-CaV2.2; higher % means a stronger effect | hit rate 0.19% among 290,000 | inhibition, % at 20 µM, or IC50 in µM where a hit was titrated; in the data active = inhibition mostly above about 51%, no sharp cut-off; inconclusive = no clear call, values can overlap the other calls; inactive = mostly below about 53%; also: some results filed as inactive read as strong as hits
P. falciparum M17LAP = P. falciparum M17LAP inhibitors, primary screen, biochemical, fluorogenic H-Leu-NHMec substrate, 1536-well (AID 1619). hit rate 0.38% among 220,000. inhibition, % at 30 µM, or IC50 in µM where a hit was titrated. recombinant M17LAP, H-Leu-NHMec fluorogenic kinetic assay; higher % means a stronger effect;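 active = compound inhibiting the enzyme by more than half at any dose during confirmatory dose-response retesting; inconclusive = strong single-dose inhibitors picked by rank but not retested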;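 also: plate controls were full reaction with DMSO carrier for no effect and no enzyme background for full effect; strong numbers were not always called active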
Dynein cargo inh cytoplasmic EGFP = recorded beside Dynein cargo inh, whose call it bears; z-score; measured here: cytoplasmic GR-EGFP intensity; hits give high values
Dynein cargo inh nuclear GR-EGFP = recorded beside Dynein cargo inh, whose call it bears; z-score; measured here: nuclear GR-EGFP intensity;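 lower value marks the stronger effect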
Dynein cargo inh cell count = second read-out of Dynein cargo inh, no call of its own (marks repeat the call); z-score; measured here: cell count per field
Active calls of the source: *; u = inconclusive; x = no result given; [ ] = remark or other dose. Rule as the data show it, unless noted: active = inhibition above about 50%; inactive = the rest. Not all compounds are listed, so the mix of outcomes need not match the whole.

Molecule,Dynein cargo inh cytoplasmic EGFP,NOD2 inhibition,KOR beta-arrestin-2,Dynein cargo inh cell count,P. falciparum M1AAP,AID2073,NOD1 inhibition,KOR beta-arrestin-1,P. falciparum M17LAP,Dynein cargo inh nuclear GR-EGFP,Dynein cargo inh,GPR55 beta-arrestin
COc1cccc(N2CC(O)Cn3c2nc2c3c(=O)[nH]c(=O)n2C)c1 (centres undefined),x,15.7%,10.0%,x,x,-4.0%,39.4%,3.0%,x,x,x,-0.2%
Cc1cc(C(=O)N2CCCC(C(=O)c3cccc(C(F)(F)F)c3)C2)nc(C)n1 (centres undefined),-0.243,-11.9%,0.1%[20 µM],0.337,-1.0%,-5.4%,-28.8%,x,-9.1%,-0.117,-0.0464,0.2%
CC(=O)NC(Cc1c[nH]c2ccccc12)C(=O)O (centres undefined),-0.249,1.7%,5.4%,0.459,1.2%,3.5%,-10.5%,-2.5%,8.6%,-0.0786,-0.368,0.2%
Clc1ccc(-c2nnsc2SCc2ccccc2)cc1,-0.233,-75.4%,-0.2%,1.16,2.9%,44.1%,-16.5%,1.3%,2.4%,-0.46,-0.301,0.2%
O=C(COC(=O)c1cc(-c2ccco2)nc2ccccc12)NCc1ccc2c(c1)OCO2,-0.183,2.6%,-19.0%,-0.292,16.6%,55.8%,-24.0%,-2.5%,10.6%,1.05,1.81,-0.2%
Cc1ccc(-n2nc3c(=O)n(CCCC(=O)NCCN4CCN(C)CC4)nc(C)c3c2C)cc1,x,9.4%,-25.0%,x,x,12.0%,30.1%,4.9%,x,x,x,-0.2%
Cc1ccc(S(=O)(=O)C2(C(=O)N3CCN(c4ccccc4F)CC3)CC2)cc1,x,6.1%,-1.2%,x,x,-2.7%,-47.7%,0.8%,x,x,x,-0.1%
CCCn1nc(C(=O)Nc2cc(C(=O)OC)ccc2C)c2ccccc2c1=O,-0.205,-1.5%,-28.2%,0.785,-11.2%,2.3%,-2.9%,3.4%,-5.8%,0.123,-0.721,-0.1%
COc1ccc(NC(=S)NC23CC4CC(CC(C4)C2)C3)cc1OC,x,-17.5%,20.4%,x,x,-0.3%,-30.3%,-1.5%,x,x,x,-0.1%
COc1ccc(/C(O)=C2/C(=O)C(=O)N(CCN3CCOCC3)C2c2ccc(C)cc2)cc1 (centres undefined),-0.181,12.3%,-5.1%,0.142,-1.4%,-4.9%,51.6%,-5.0%,31.2%,0.00186,0.604,0.0%
Cc1cc(C)c2c(CN3CC(C)OC(C)C3)cc(=O)oc2c1C (centres undefined),x,20.2%,14.1%,x,x,9.0%,1.5%,-3.0%,x,x,x,-0.1%
S=C(NCCN1CCOCC1)Nc1ccc(Cl)cc1Cl,-0.0294,8.1%,-32.3%,-2.32,7.5%,-16.5%,-7.9%,1.9%,3.4%,0.947,0.913,0.4%
CCOC(=O)CSc1nc2cc(C(F)(F)F)cnc2n1C,-0.256,10.5%,-28.5%,-0.813,3.5%,4.5%,-8.6%,9.3%,0.1%,0.324,0.73,0.1%
O=C(N/N=C/c1cccc(O)c1)C(=O)N1CCCCCC1,x,8.2%,-6.3%,x,x,4.4%,-26.3%,-5.6%,x,x,x,-0.1%
O=C(CCCN1C(=O)CCC1=O)Nc1ccc(Br)cc1F,0.0468,7.7%,25.3%,0.321,8.3%,-4.4%,-1.9%,-3.3%,15.6%,0.572,0.904,-0.1%
OCCC1CN(Cc2nc3c(s2)CCCC3)CCN1CCc1ccccc1 (centres undefined),-0.281,-18.5%,-12.0%,0.886,-1.8%,5.2%,38.3%,6.5%,-0.9%,-0.437,-0.862,0.0%
CC(C)c1nnc(NC(=O)CCC(=O)N2CCN(c3ccccc3F)CC2)s1,x,9.8%,-19.5%,x,x,-5.6%,0.9%,1.9%,x,x,x,0.4%
CN(Cc1ccco1)C(=O)Cn1c(=O)oc2cc(S(=O)(=O)NCc3ccccc3)ccc21,-0.213,2.5%,-8.4%,-0.128,7.5%,5.3%,-18.1%,-6.4%,-1.8%,-0.249,-0.569,-0.1%
COc1cc(OC)c(C(=O)NCc2cccnc2)cc1OC,-0.274,-7.9%,1.6%,-0.0498,1.6%,2.5%,-39.0%,-3.5%,-1.7%,0.285,0.301,-0.3%
CCOCCCn1c(=NC(C)=O)c(C#N)cc2c(=O)n3ccccc3nc21,-0.29,9.0%,-12.5%,-0.0595,u,17.3%,-9.0%,-1.2%,-142.7%,0.128,0.496,0.2%
CC(=O)CCS(=O)(=O)c1ccc(C)c(C)c1,0.432,-5.7%,-15.1%,-0.141,0.4%,0.0%,5.6%,3.2%,4.2%,-0.933,-2.15,-0.1%
Cn1cc(Cl)c(C(=O)Nc2nc3ccc(Cl)cc3s2)n1,-0.222,-51.8%,-4.9%,0.539,4.7%,15.0%,-74.9%,0.7%,2.6%,0.0468,-0.791,0.0%
Cc1cccc(N2CCN(C(=O)C3CCN(c4nnc(-n5cccc5)s4)CC3)CC2C)c1 (centres undefined),-0.123,-13.6%,23.7%,-0.595,0.0%,3.0%,8.8%,-3.3%,3.6%,1.57,3.42,-0.1%
CS(=O)(=O)N1CCN(C(=O)Cc2ccccc2Cl)CC1,-0.251,6.6%,13.1%,0.661,0.0%,1.4%,-24.9%,-3.4%,3.9%,-0.121,-0.255,-0.1%
COCc1nnc(NC(=O)c2c(-c3c(Cl)cccc3Cl)noc2C)s1,x,3.0%,3.3%,x,x,10.9%,15.1%,1.5%,x,x,x,-0.1%
FC(F)(F)c1nnc2ccc(NCn3nnc4ccccc43)nn12,-0.191,6.5%,-20.7%,-0.338,5.8%,-4.1%,7.5%,-4.6%,22.6%,-0.983,-0.684,-0.2%
COc1ccccc1C(=O)Nc1ccc(Cc2ccncc2)cc1,-0.29,14.8%,8.1%,1.05,5.0%,4.8%,-9.4%,1.9%,12.7%,-0.757,-0.88,-0.3%
CCCCN(C)C(=O)c1sc2ncn(CC)c(=O)c2c1C,-0.177,3.8%,-5.6%,0.0491,2.0%,-2.7%,-9.2%,0.1%,-3.9%,0.263,-0.541,-0.2%
C=CCn1c(N)c(C(=O)NCCC2=CCCCC2)sc1=S,-0.195,-48.2%,-3.6%,-1.13,7.7%,-19.5%,-20.0%,1.5%,8.8%,0.75,0.112,-0.3%
CN(C)C(=O)CSc1nnc(NC(=O)CCc2ccccc2)s1,-0.282,18.5%,1.9%,-0.616,3.0%,45.1%,-0.4%,-1.5%,0.7%,-0.0184,0.707,0.3%
Cn1c(Cn2c(=O)sc3ccccc32)nnc1SCC(=O)N1CCCc2ccccc21,-0.249,13.2%,23.3%,0.896,6.9%,5.1%,-16.6%,1.9%,3.7%,-0.0678,-0.736,-0.5%
Cc1ccc(NC(=O)C2CCN(S(=O)(=O)c3c(C)noc3C)CC2)cc1C,-0.358,7.1%,32.1%,-0.0334,-10.2%,44.9%,-13.1%,-5.8%,2.9%,0.262,-0.171,-0.4%
N#Cc1cc(C(=O)c2ccccc2OCC(=O)Nc2ccccc2Cl)cn(C2CCCCC2)c1=O,-0.245,7.3%,3.0%,0.422,4.9%,12.7%,-19.9%,-2.1%,4.3%,0.118,0.152,-0.4%
CCn1c(CNc2ccc(F)cc2)nnc1SCC(=O)Nc1ccccc1OC,-0.25,-33.6%,-33.9%,0.216,8.8%,-1.8%,-45.2%,1.5%,11.9%,-0.778,-0.281,-0.2%
Cc1ccccc1-c1cc(=O)c2c(O)cccc2o1,-0.537,-24.6%,-3.6%,1.71,-4.7%,32.2%,-5.0%,-3.0%,-7.0%,-0.492,-0.996,0.0%
Cc1cc2ccccc2nc1SCC(=O)NC1CCCC1,-0.202,-18.1%,4.0%,0.242,-2.1%,6.1%,-34.3%,-1.5%,17.0%,-0.335,-0.797,-0.2%
C/C(=N\NC(=O)CN1CCN(S(=O)(=O)c2ccc(C)cc2)CC1)c1ccc(O)cc1,-0.24,-5.9%,4.1%,-0.643,-2.4%,3.2%,-3.5%,0.3%,3.7%,0.588,-0.135,-0.1%
C=CCOc1ccc(CNCc2cccnc2)cc1,x,-5.3%,-1.1%[20 µM],x,x,3.7%,9.2%,x,x,x,x,0.5%
O=C(NC(NCc1ccccn1)(C(F)(F)F)C(F)(F)F)c1ccco1,-0.0951,0.3%,-13.1%,0.554,-9.2%,-5.0%,-0.8%,6.0%,-7.3%,-0.211,-0.11,-0.1%
CCOCCOC(=O)C(C)Oc1ccc(Oc2ncc(Cl)cc2Cl)cc1 (centres undefined),-0.248,4.2%,12.2%,0.396,3.4%,12.7%,-20.9%,0.2%,-1.2%,-0.594,-0.911,0.5%
COc1ccc(C(=O)Cn2c(N3CCOCC3)nc3c2c(=O)n(C)c(=O)n3C)cc1,x,-1.5%,-3.8%,x,x,-4.9%,-6.3%,-0.9%,x,x,x,-0.2%
CC(C)(C)NS(=O)(=O)c1cc(C(=O)O)ccc1Cl,-0.172,1.4%,-7.5%,0.325,4.3%,-2.4%,-31.3%,-1.4%,-9.5%,-0.65,-0.559,-0.2%
O=C1CCCc2c1nc(-c1ccc(F)cc1)n2O,-0.263,18.8%,20.6%,0.0751,0.9%,28.8%,-0.1%,-0.9%,18.3%,0.179,0.596,-0.3%
Cc1ccc(OCC(=O)NCC2CCCO2)c(C)c1 (centres undefined),-0.271,-24.1%,11.0%[20 µM],0.476,2.4%,2.7%,-30.9%,0.0%,7.0%,0.0531,0.0196,0.0%
CC(=C/c1ccccc1)/C=N/Nc1nc(N2CCOCC2)nc(N2CCOCC2)n1,-0.283,-9.3%,24.6%,-0.203,10.3%,-3.3%,-23.8%,2.3%,17.9%,-0.244,0.357,0.1%
